Source: PubChem (The Scripps Research Institute Molecular Screening Center)
CHO parental Ca: signal in parental CHO cells, OX1R antagonist counter-screen. parental CHO-K1, ATP-induced calcium, Fluo-8 fluorescence. inhibition, % at 5.6 µM. 0.63% of 330,000 active. AID 463079;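 active means inhibition above that plate's mean sample inhibition plus 3 SD, cut at about 26% in these data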;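 further: 0% = ATP-challenged DMSO wells and 100% = DMSO wells without ATP; some compounds past the cut are filed as inactive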
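Material: parental CHO cells / Compound: single nominal dose of 5.6 µM per compound / Signal: Fluo-8 fluorescence / Replicates: singlicate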
OXTR ag: agonists of human oxytocin receptor. P30559. CHO-OTR cells, Fluo-8 calcium fluorescence; normalized: DMSO 0%, oxytocin 100%. activation, % at 3 µM. 0.32% of 320,000 active. AID 2435;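 active means activation above the mean of all tested compounds plus 3 SD, cutoff set per screening run, cut at about 20% in these data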;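 further: peak over basal fluorescence ratio from a 100 s FLIPR kinetic read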
TAAR1 agonist: agonists of human TAAR1; Q96RJ0; CHO RD-HGA16 TAAR1, Fluo-8 calcium fluorescence; vehicle wells 0%, saturating PEA agonist 100%; activation, % at 3 µM; 0.99% of 360,000 active; AID 624467;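 active means activation above the mean activation of all test compounds in the run plus 3 SD, cut at about 38% in these data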
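System: CHO RD-HGA16 cells carrying human TAAR1 plus Gα16; Incubation: 17-24 h seeding, 75 min 37 °C dye, 30 min RT; Measured by: Fluo-8 fluorescence, 5 s baseline then 140 s kinetic read; Control set: DMSO and PEA EC100; Replication: single well for each compound.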
TAAR1 antag: human TAAR1 antagonism; Q96RJ0; CHO RD-HGA16 TAAR1, Fluo-8 calcium fluorescence, antagonist; inhibition, % at 3 µM; 1.5% of 360,000 active; AID 624466;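 active means inhibition above a per-plate cutoff, the mean inhibition of test compounds on that plate plus 3 SD, cut at about 49% in these data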;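 further: 0% = DMSO plus EC80 beta-PEA response and 100% = DMSO alone without agonist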
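Test system: hTAAR1-expressing CHO RD-HGA16 cells, Gα16-coupled; Probe or stimulus: EC80 β-phenethylamine stimulus; Compound dosing: single nominal final test compound concentration of 3 µM; Timing: 140 s kinetic read after compound, 140 s after agonist; Signal: Fluo-8 calcium-sensitive fluorescence; Measure: % inhibition of agonist calcium response; Controls: DMSO and EC80 PEA controls.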
M1 PAM: positive allosteric modulators of human M1 muscarinic receptor. 0.088% of 360,000 active. activation, % at 3 µM. CHO-K1 hM1, Fluo-8 calcium fluorescence, ACh EC20; 0% = ACh EC20, 100% = maximal ACh. P11229. AID 588819; in the data active means activation above about 19%, passing the limit was not always enough
Target sequence (P11229 whole entry, looked up): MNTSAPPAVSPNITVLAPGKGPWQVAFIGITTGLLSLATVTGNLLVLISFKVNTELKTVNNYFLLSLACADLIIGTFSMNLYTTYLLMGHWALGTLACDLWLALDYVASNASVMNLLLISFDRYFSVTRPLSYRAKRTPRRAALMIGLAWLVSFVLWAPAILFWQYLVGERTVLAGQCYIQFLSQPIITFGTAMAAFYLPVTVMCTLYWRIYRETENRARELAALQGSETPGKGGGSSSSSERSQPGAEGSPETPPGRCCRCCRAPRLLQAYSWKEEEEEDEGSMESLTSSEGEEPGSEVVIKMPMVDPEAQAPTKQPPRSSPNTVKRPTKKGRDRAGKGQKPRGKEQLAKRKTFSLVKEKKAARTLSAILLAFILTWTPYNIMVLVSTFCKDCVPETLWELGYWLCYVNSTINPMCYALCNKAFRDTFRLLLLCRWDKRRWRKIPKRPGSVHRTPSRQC
V1R ag counter: V1a receptor agonism, counter-screen for OXTR agonists; activation, % at 3 µM; AID 2797; 0.25% of 320,000 active; CHO-V1R cells, Fluo-8 calcium fluorescence, agonist mode; 0% DMSO, 100% 3 nM vasopressin; P37288;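 active means activation above the mean activation of all tested compounds plus 3 SD, per screening run, cut at about 20% in these data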;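 further: signal is peak over basal fluorescence ratio across a 100 second FLIPR read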
Target sequence (P37288 whole entry, looked up): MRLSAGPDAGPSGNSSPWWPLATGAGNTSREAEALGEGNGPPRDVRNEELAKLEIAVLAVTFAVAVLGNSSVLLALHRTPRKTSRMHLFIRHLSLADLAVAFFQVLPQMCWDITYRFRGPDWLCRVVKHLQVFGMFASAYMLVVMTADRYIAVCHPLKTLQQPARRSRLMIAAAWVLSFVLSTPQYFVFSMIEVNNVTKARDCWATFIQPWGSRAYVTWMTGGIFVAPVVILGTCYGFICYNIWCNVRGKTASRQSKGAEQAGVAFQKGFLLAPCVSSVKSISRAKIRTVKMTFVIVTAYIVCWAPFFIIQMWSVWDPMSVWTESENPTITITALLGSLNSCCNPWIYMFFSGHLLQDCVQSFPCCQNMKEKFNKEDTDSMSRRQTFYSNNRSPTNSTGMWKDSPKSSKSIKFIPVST
M1 ag: human M1 muscarinic receptor agonism | CHO-K1 hM1, Fluo-8 calcium fluorescence, agonist mode; 0% DMSO, 100% acetylcholine EC100 | activation, % at 3 µM | 0.33% of 360,000 active;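 active means activation above the run's mean compound activation plus 3 SD, cut at about 16% in these data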;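 further: peak over basal fluorescence ratio within a 140 s kinetic read after compound addition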
M1 antag: human CHRM1 antagonism; inhibition, % at 3 µM; CHO-K1 hM1, Fluo-8 calcium fluorescence, ACh EC80 antagonist; P11229; 1.3% of 360,000 active;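 active means percent inhibition above its own plate's cutoff, namely the mean of that plate's compound wells plus 3 SD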;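 further: peak over basal fluorescence ratio during 140 s after agonist addition; 0% = ACh EC80 plus DMSO and 100% = DMSO alone without agonist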
OXTR potentiate: potentiates the human oxytocin receptor response; CHO-OTR cells, Fluo-8 calcium fluorescence, potentiator mode; 0% = oxytocin EC15, 100% = EC100; activation, % at 3 µM; 0.061% of 320,000 active; AID 2445;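 active means activation above that plate's cutoff, the mean activation of tested compounds plus 3 SD, cut at about 6.6% in these data, passing the limit was not always enough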;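 further: 100% uses oxytocin at 75 nM as the full agonist control; some results filed as inactive read as strong as hits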
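Dosing: Single dose, 3.0 µM nominal final compound concentration | Material: Human OTR in CHO cells | Technique: Kinetic Fluo-8 calcium fluorescence | Benchmarks: EC15 oxytocin alone as 0%, 75 nM oxytocin as 100% | Probe or stimulus: Oxytocin at about EC15, sub-maximal agonist stimulus | Incubation: Compound 6 min at room temperature before oxytocin, 100 s read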
Numbers without * were called inactive; · = no result given.

SMILES	CHO parental Ca	OXTR ag	TAAR1 agonist	TAAR1 antag	M1 PAM	V1R ag counter	M1 ag	M1 antag	OXTR potentiate
Cc1[nH]nc2nc(SCC(=O)NCCC3=CCCCC3)n(-c3ccc(Br)cc3)c(=N)c12	-14	-2.5	-2	-23	7	-0.3	-3	0	-13
COc1ccccc1CNCC(=O)Nc1ccc(C(F)(F)F)cc1	-10	-0.2	11	-8	8	-0.4	-3	-19	-3
CCOc1ccc(C2C(C#N)=C(N)N3C(=C2C#N)Sc2ccccc23)cc1 (stereo not drawn)	-7	1.1	·	·	3	0.5	-4	5	2
Cc1ccc(NC(=O)CCC(=O)NNC(=O)c2cccs2)c(C)c1	-12	0.7	9	1	-3	-0.9	-4	7	3
CC1CC2CCCC(O)=C2C(=O)O1 (stereo not drawn)	·	·	3	-11	2	·	-2	-3	·
CCN(CC(=O)Nc1ccc(NC(C)=O)cc1)C(=O)CCCOc1ccc(C(C)(C)C)cc1	-14	12	17	36	-3	10	-2	5	-13
CC(C)(C)OC(=O)[C@H](Cc1ccccc1)NC(=O)c1nc[nH]c1C(=O)NC1CCNCC1	-10	18	0	-6	2	0.7	-5	-3	-18
CC[C@]1(C(=O)OC)[C@H]2C(=O)N(Cc3ccccc3)C(=O)[C@H]2[C@H]2CN=C(SCc3ccc(C)cc3)N21	-33	·	1	-15	5	·	-5	-6	·
CCN(CC)CCN(CC(=O)N(C1CCCCC1)C1CCCCC1)C(=O)c1cccnc1	-1	0.2	3	2	10	0.5	-14	-5	-12
N#Cc1cccc(NC(=O)CSc2cccc[n+]2[O-])c1	-1	1.3	0	-9	3	0.4	-2	-4	-8
O=C(O)c1cc(N/N=C/c2ccc(N3CCOCC3)s2)ccc1Cl	-8	-1.0	-1	-2	-2	0.7	-4	2	-3
O=C(CSc1ccc(-c2ccc(F)cc2)nn1)N1CCOCC1	16	-0.5	12	-14	7	-0.6	-1	-2	-7
NC(=O)Nc1ccc(C(=O)OCC(=O)Nc2cccc(S(=O)(=O)NC3=NCCC3)c2)cc1	0	0.7	8	-2	4	0.6	-2	-7	-6
CC(C)N(Cc1nc(-c2ccc(Cl)cc2)no1)C(=O)C12CC3CC(CC(C3)C1)C2	-10	-0.3	3	5	-5	-0.2	0	6	-4
CN(CCO)S(=O)(=O)c1ccc2c(c1)C(=NNC(N)=O)c1cc(S(=O)(=O)N(C)CCO)ccc1-2	0	0.8	0	-29	8	0.9	-4	-11	1
COc1ccc(CCNC(=O)COc2cc(C)cc3oc(=O)cc(C)c23)cc1	-2	0.5	0	7	-3	-0.5	-2	7	-5
O=C(CN1C(=O)NC(Cc2ccccc2)C1=O)Nc1ccc(OC(F)F)cc1 (stereo not drawn)	-13	0.3	0	-3	7	-0.4	-1	-16	-4
CCOc1ccccc1OCC(=O)NN1Cc2ccccc2C1=N	-11	-0.4	9	2	3	0.9	-5	3	-3
CCOc1ccc(N(C)S(=O)(=O)c2csc(C(N)=O)c2)cc1	-4	1.0	1	-12	-3	-0.2	-5	3	3
CCCC1NC(=O)c2cc3ccccc3cc2-n2c1nc1cc(Cl)ccc1c2=O (stereo not drawn)	·	·	-1	26	10	·	7	-4	·
CCOc1cc(/C=N/NC(=O)N/N=C/c2ccc(O)c(OCC)c2)ccc1O	-9	-1.4	5	4	·	-1.0	·	·	-7
CCOCC(=O)Nc1cc(C(F)(F)F)ccc1Oc1cccc(Br)c1	-42	-0.9	15	18	-7	0.1	-2	8	-22
O=C(CN1CCC(O)(c2cccc(F)c2)CC1)NCCc1c[nH]c2ccccc12	-10	2.1	4	7	7	0.4	-3	-11	-10
Cc1ccccc1NC(=O)CSc1ccc(-c2ccc(-n3cccn3)cc2)nn1	-31	0.5	2	-12	14	0.1	1	1	2
COc1cccc(CN2CCCCC2C(=O)O)c1 (stereo not drawn)	0	-0.4	4	12	9	1.1	-7	-12	-4

Next part.
SMILES	CHO parental Ca	OXTR ag	TAAR1 agonist	TAAR1 antag	M1 PAM	V1R ag counter	M1 ag	M1 antag	OXTR potentiate
COc1ccccc1NNC(=O)C(O)(c1ccccc1)c1ccccc1	-21	-1.4	8	-18	1	-1.8	-6	-1	-8
Cn1ncc(Cl)c1C(=O)N1CCN(c2ccccc2)CC1	-5	0.3	1	-5	11	1.2	1	-6	4
COc1cc([N+](=O)[O-])ccc1NC(=O)CCCOc1cc(C)ccc1C	-6	-1.1	6	3	3	0.0	-4	0	-2
Cc1ccc2nc(N(CCN3CCOCC3)C(=O)CCS(=O)(=O)c3ccccc3)sc2c1	-19	-0.7	5	-7	-1	0.1	-2	14	6
COc1ccc(NC(=O)C2(C)CCCN(C(C)=O)C2)cc1F (stereo not drawn)	·	·	2	-12	3	·	0	-16	·
Cc1ccc(NS(=O)(=O)c2ccc(-n3cccn3)cc2)c(C)c1	-12	2.9	7	5	-3	4.3	4	4	-15
Cc1csc(SCC(=O)Nc2ccccc2)n1	4	0.3	3	1	15	2.2	-2	-13	-5
O=C(O)/C=C/C(=O)NCc1cn(-c2ccccc2)nc1-c1cccc(Br)c1	1	1.7	27	6	3	1.7	1	6	-8
O=C(Cc1cccs1)NCc1ccco1	-3	-1.1	-1	5	11	0.8	-4	-8	-4
N/C(CC(=O)Nc1cc(C(F)(F)F)ccc1Cl)=N\O	-6	0.9	0	-11	13	-0.4	-3	-19	-14
Cc1nc(C)c(C(=O)Nc2ccccc2)s1	-5	0.5	9	10	10	0.4	1	-25	0
Cc1ccccc1NC(=O)NNC(=O)CCc1ccccc1	7	-0.6	-1	-28	11	-0.8	-1	-16	-2
Cc1c(C(=O)O)sc2nc(/C=C/c3cccc(O)c3)[nH]c(=O)c12	-12	0.5	-2	-6	0	0.2	-5	0	-4
COc1ccc(Cn2nnnc2C(c2cccs2)N2CCOCC2)cc1 (stereo not drawn)	-15	-0.6	1	2	1	0.0	-3	5	-2
CCN(CC)S(=O)(=O)c1ccc(N2CCOCC2)c(NC(=O)c2[nH]c(C)c(C(C)=O)c2C)c1	-25	-1.2	3	25	11	0.2	2	-11	2
CCN(CC)S(=O)(=O)c1cc(NC(=O)C(C)N2CCN(c3ccccn3)CC2)ccc1C (stereo not drawn)	-17	-2.6	2	-1	-1	-1.0	-9	2	-6
N#C/C(=C\c1cccnc1)C(=O)Nc1ccccc1	-6	0.7	2	-13	6	1.1	-5	-7	-2
COc1ccc2c(C(=O)CCl)c[nH]c2c1	2	0.6	0	-7	5	1.1	-2	-14	-10
CS(=O)(=O)c1ccc2nc(NC(=O)CCS(=O)(=O)c3ccccc3)sc2c1	-23	0.3	1	-15	-6	0.5	-4	8	-3
C=CCN(CC=C)C(=O)C(=O)c1cc(C)n(-c2ccc([N+](=O)[O-])cc2)c1C	-18	0.4	5	11	2	1.5	-5	-1	-11
O=C(O)c1ccc(CSc2nc3ccccc3[nH]2)cc1	-5	1.8	6	14	7	4.1	-5	-15	-6
Cc1ccccc1S(=O)(=O)NC(=O)C1(C)CCN1C(=O)C1(c2ccc(Cl)cc2)CC1 (stereo not drawn)	·	·	4	-10	1	·	-3	1	·
CC1CCN(c2nnc(N3CCC(C)CC3)c3ccccc23)CC1	-1	0.3	-3	-15	5	-0.8	-4	-6	1
O=[N+]([O-])c1cc(S(=O)(=O)/N=C(/c2ccccc2)N2CCOCC2)ccc1Cl	1	0.9	12	3	5	0.4	-9	-6	-4
CC(CN1CCOCC1)OC(=O)/C=C/c1ccccc1 (stereo not drawn)	17	-0.3	6	2	8	0.1	-9	-3	-7

Among those listed so far, five have a COOH group.
SMILES	CHO parental Ca	OXTR ag	TAAR1 agonist	TAAR1 antag	M1 PAM	V1R ag counter	M1 ag	M1 antag	OXTR potentiate
O=C(O)c1cc(N/N=C/c2ccc(N3CCOCC3)s2)ccc1Cl	-8	-1.0	-1	-2	-2	0.7	-4	2	-3
COc1cccc(CN2CCCCC2C(=O)O)c1 (stereo not drawn)	0	-0.4	4	12	9	1.1	-7	-12	-4
O=C(O)/C=C/C(=O)NCc1cn(-c2ccccc2)nc1-c1cccc(Br)c1	1	1.7	27	6	3	1.7	1	6	-8
Cc1c(C(=O)O)sc2nc(/C=C/c3cccc(O)c3)[nH]c(=O)c12	-12	0.5	-2	-6	0	0.2	-5	0	-4
O=C(O)c1ccc(CSc2nc3ccccc3[nH]2)cc1	-5	1.8	6	14	7	4.1	-5	-15	-6

Following part
SMILES	CHO parental Ca	OXTR ag	TAAR1 agonist	TAAR1 antag	M1 PAM	V1R ag counter	M1 ag	M1 antag	OXTR potentiate
Cc1ccn2c(=O)nc(SCC(=O)N3N=C(c4cccs4)CC3c3ccc(F)cc3)nc2c1 (stereo not drawn)	-18	-2.7	3	-7	-6	-1.2	-8	5	-16
O=C(O)c1cc2nc(C3CC3)cc(C(F)(F)F)n2n1	1	0.7	1	-16	6	-0.5	1	-12	-4
Cc1ccc(N2CC(C(=O)Nc3nnc(SCC(=O)Nc4cc(C)on4)s3)CC2=O)cc1 (stereo not drawn)	-8	0.4	2	-25	-3	0.0	-4	1	0
COc1ccc(CNC(=O)CN(C)S(=O)(=O)c2ccc(Cl)cc2)cc1	-13	-1.4	5	-10	4	-0.1	-4	-5	-2
O=[N+]([O-])c1ccccc1C1Nc2cccc3cccc(c23)N1	-16	3.3	-1	-7	4	2.6	0	-1	-13
COc1cc([N+](=O)[O-])ccc1NC(=O)COC(=O)C1=NN(c2ccccc2)C(=O)CC1	-11	-0.9	15	8	3	0.5	-5	-1	5
CC1CCN(c2c(NCC3CCC(C(=O)NCCCc4ccccc4)CC3)c(=O)c2=O)CC1 (stereo not drawn)	-13	-0.8	·	·	·	0.5	·	·	1
O=C(Nc1ccc(N=Nc2ccccc2)cc1)c1ccccc1Cl	-2	-1.2	-1	49*	5	-0.7	-7	-6	-6
Cc1nnc(NC(=O)CCSc2ccccc2)s1	-8	0.1	9	-9	4	0.1	-3	3	-2
O=C(NC1CCN(C(=O)Nc2cccc(F)c2)CC1)c1ccco1	-7	-0.2	3	-7	7	-0.7	-5	-4	-11
NC1=NC2(CCCCC2)N(c2ccc(F)cc2)C(N)=N1	-13	0.5	10	3	0	-0.1	-6	2	2
O=C(c1ccco1)N1N=C(c2ccc(Br)cc2)CC1(O)C(F)(F)F (stereo not drawn)	-43	-2.4	4	31	-3	-1.2	-9	3	-8
Cc1ccc(NC(=O)CSc2nncc3ccccc23)cc1	-21	2.1	2	-6	13	0.7	-3	-12	-6
N#Cc1nc(-c2ccco2)oc1NCc1cccnc1	-8	0.1	2	4	0	1.0	-1	4	1
CN1CCN(c2ccc(-c3cccc(NC(=O)COc4ccccc4)c3)nn2)CC1	1	1.0	7	-4	0	-0.7	-8	-3	-5
